DENV2 CPE = inhibitors of DENV2 cytopathic effect. DENV2-infected cells, cytopathic effect rescue, plate reader. CPE inhibition, % at 9.99 µM. 350,000 tested, 1.7% active; in the data active = CPE inhibition above about 20%, passing the limit was not always enough; tested in BHK-21 cells;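 also: 0% = median of neutral control wells and 100% = median of positive control wells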
ERp5 inh = blocks human ERp5 reductase activity on insulin; Q15084; ERp5 insulin aggregation, absorbance 650 nm, 90 min; inhibition, % at 9.99 µM; 350,000 tested, 0.05% active; AID 651711;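 active = mean replicate inhibition above about 25%, with every replicate also reaching it, limit read from the data, passing the limit was not always enough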
Target sequence (Q15084 whole entry, looked up): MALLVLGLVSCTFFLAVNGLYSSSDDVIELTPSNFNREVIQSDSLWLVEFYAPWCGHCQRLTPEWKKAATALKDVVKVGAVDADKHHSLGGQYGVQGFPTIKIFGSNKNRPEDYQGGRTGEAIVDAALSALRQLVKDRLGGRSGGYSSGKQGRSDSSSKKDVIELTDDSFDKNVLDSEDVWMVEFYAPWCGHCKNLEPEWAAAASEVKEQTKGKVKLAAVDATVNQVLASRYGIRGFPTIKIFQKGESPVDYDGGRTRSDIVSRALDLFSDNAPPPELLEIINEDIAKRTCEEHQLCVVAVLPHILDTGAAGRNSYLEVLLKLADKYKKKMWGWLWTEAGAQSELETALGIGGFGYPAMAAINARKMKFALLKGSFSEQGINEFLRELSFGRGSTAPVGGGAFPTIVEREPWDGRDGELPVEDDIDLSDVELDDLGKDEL
F508del corr = CFTR F508del correction in bronchial cells. 350,000 tested, 0.36% active. CFBE cells, YFP halide quenching; stimulated with forskolin plus potentiator P3; % fluorescence drop versus neutral controls. activity (quench increase), % at 7.58 µM;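 active = mean added fluorescence quench of at least 8% versus neutral control, with both replicates also reaching 8%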;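 also: cells transiently co-express mutant CFTR-F508del with the halide-sensitive YFP; corrector assay measuring rescue of mutant channel to the surface after 24 h compound exposure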
XiGFP reactiv = activators of X-chromosome reactivation in mouse fibroblasts. XiGFP mouse fibroblasts, % GFP-positive cells imaging, 3 d; cells co-treated with 5-aza-dC sensitizer; scaled so ellipticine positive control = 100%. activation, % at 7.58 µM. 360,000 tested, 0.055% active;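 active = mean normalized replicate activation at least 10% and every replicate at or above 10%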;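 also: 0% = median of on-plate neutral control wells and 100% = ellipticine 6 µM median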
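Material: SV40-immortalized XiGFP fibroblast cells, line 68-5-11 | Buffer or medium: DMEM containing 5-aza-dC | Dosing: One concentration, pinned | Times: 3 d treatment, 15 min room-temperature fixation | Controls: Ellipticine 6 µM positive control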
EWS-Fli inh = EWS/Fli transcriptional activity inhibition. A673 NR0B1-luciferase reporter, viability-normalised. inhibition, % at 12.6 µM. 350,000 tested, 0.67% active;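 active = mean inhibition of at least 50% after viability correction, with every replicate also passing that limit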;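 also: firefly luciferase signal divided by Alamar Blue viability fluorescence both relative to DMSO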
ARNT TACC3 PPI = disrupts binding between human ARNT and TACC3; 390,000 tested, 0.66% active; AlphaScreen His-ARNT PAS-B/GST-TACC3 binding, luminescence; TACC3 fragment carries E629A point mutation; Q9Y6A5; inhibition, % at 9.99 µM;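 active = mean inhibition of replicates at least 50% and at least half of replicates each reaching 50%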;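 also: 0% = complete ARNT plus TACC3 wells and 100% = ARNT alone without TACC3; many hits fall short of the cut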
PAX8 reporter = PAX8 transcriptional activity inhibition; inhibition, % at 12.6 µM; 360,000 tested, 1.2% active; RMG-I TPO-luciferase reporter, SteadyGlo, 24 h;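 active = mean replicate inhibition at least 60% with every replicate also reaching 60%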;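 also: luciferase light reporting Pax8 driven TPO promoter activity; plate controls were median of neutral control wells for no effect and mitoxantrone controls for full effect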
GSIS activator = primary screen for activators of insulin secretion dependent on glucose, INS-1E cells, GLuc reporter luminescence | INS-1E GLuc reporter insulin secretion, 2-3 h | activation, % at 16.6 µM | 370,000 tested, 0.61% active | AID 743287;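 active = lowest replicate activation of at least 40%, so every replicate reaches that level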;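 also: 0% = median of neutral control wells and 100% = median of IBMX positive control wells; some compounds called inactive have numbers as strong as hits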
Numbers without * were called inactive; . = no result given.

no. | mol | EWS-Fli inh | F508del corr | GSIS activator | PAX8 reporter
1 | CS(=O)(=O)c1ccc(-c2sc3ccccc3c2C(=O)N2CCN(c3ccc(F)cc3)CC2)cc1 | -89 | -2.4 | 9 | -207
2 | CCOc1ccc(NC(=O)Nc2ccc(Br)cn2)cc1 | -84 | 0.4 | -2 | -116
3 | CC(C)NC(=O)N(C)C[C@@H]1Oc2c(NC(=O)Nc3cccc4ccccc34)cccc2C(=O)N([C@@H](C)CO)C[C@H]1C | 7 | 0.2 | -17 | 6
4 | Cc1c(Cl)c([N+](=O)[O-])nn1CC(=O)N1CCCc2ccccc21 | 2 | . | 28 | 9
5 | O=C(O)C1CCCN1S(=O)(=O)c1ccc(Cl)cc1 (stereo not drawn) | 0 | 1.2 | 8 | -9
6 | COc1nccnc1NS(=O)(=O)c1ccc(N)cc1 | 0 | 0.1 | 30 | -3
7 | O=C(C1CCCC1)N1CC[C@@H]2[C@H](CO)Nc3ccc(C4=CCCCC4)cc3[C@@H]21 | 4 | 0.7 | 3 | 90*
8 | COc1cccc(NC(=O)N(C)C[C@@H]2OCc3cn(nn3)CCCC(=O)N([C@H](C)CO)C[C@@H]2C)c1 | -6 | -2.7 | 3 | -4

no. | ARNT TACC3 PPI | ERp5 inh | DENV2 CPE | XiGFP reactiv
1 | 11 | -9 | -4 | -0.7
2 | . | 3 | -4 | 0.0
3 | 0 | 1 | -7 | -0.2
4 | -2 | 8 | 2 | 0.4
5 | -10 | -2 | -1 | 0.0
6 | -15 | 4 | 12 | 0.0
7 | . | -5 | -4 | 0.0
8 | . | . | . | -0.3

(next part)
no. | mol | EWS-Fli inh | F508del corr | GSIS activator | PAX8 reporter
9 | COc1ccc(-c2ccc([C@@H]3[C@@H](CO)N4C(=O)CN(Cc5ccc(F)cc5)C[C@H]34)cc2)cc1 | 7 | -2.9 | -8 | 2
10 | Cc1noc(C)c1S(=O)(=O)Nc1cccc2c1O[C@@H](CN(C)Cc1ccc(-c3ccccc3)cc1)[C@@H](C)CN([C@@H](C)CO)C2=O | -6 | -0.8 | -1 | .
11 | C[C@@H]1CN([C@@H](C)CO)C(=O)c2cccc(NC(=O)c3ccncc3)c2O[C@H]1CN(C)S(=O)(=O)c1ccc(F)cc1 | 8 | 0.6 | 7 | -13
12 | COc1ccccc1NC(=O)c1ccc(NC(=O)COC(=O)CCC2CCCC2)cc1 | -1 | 4.5 | -8 | -21
13 | CCCC#Cc1cnc2c(c1)C(=O)N([C@H](C)CO)C[C@@H](C)[C@H](CN(C)S(=O)(=O)c1cn(C)cn1)O2 | -11 | -4.5 | 0 | 5
14 | COc1ccc(/C=C(\C#N)C(=O)OCC(=O)NCc2ccco2)cc1 | 4 | -0.1 | -33 | -26
15 | Cc1ccnn1CCC(=O)N1CCCC(N2CCN(c3cccc(Cl)c3)CC2)C1 (stereo not drawn) | . | -0.9 | 0 | -7
16 | CC1CCCN(C(=S)Nc2ccc3nc4n(c(=O)c3c2)CCCCC4)C1 (stereo not drawn) | -3 | -2.7 | . | 10

no. | ARNT TACC3 PPI | ERp5 inh | DENV2 CPE | XiGFP reactiv
9 | . | 4 | 2 | 0.3
10 | . | . | . | 0.2
11 | -9 | 2 | -2 | 0.0
12 | -15 | 0 | -4 | -0.1
13 | 33 | 2 | 16 | 0.0
14 | -5 | -1 | -1 | 0.2
15 | -1 | 2 | 2 | 0.0
16 | . | 5 | 9 | 0.1

5 of the entries above in order of the ARNT TACC3 PPI value, descending.
| # | SMILES | F508del corr | GSIS activator | ARNT TACC3 PPI | ERp5 inh | DENV2 CPE |
| --- | --- | --- | --- | --- | --- | --- |
| 13 | CCCC#Cc1cnc2c(c1)C(=O)N([C@H](C)CO)C[C@@H](C)[C@H](CN(C)S(=O)(=O)c1cn(C)cn1)O2 | -4.5 | 0 | 33 | 2 | 16 |
| 15 | Cc1ccnn1CCC(=O)N1CCCC(N2CCN(c3cccc(Cl)c3)CC2)C1 (stereo not drawn) | -0.9 | 0 | -1 | 2 | 2 |
| 14 | COc1ccc(/C=C(\C#N)C(=O)OCC(=O)NCc2ccco2)cc1 | -0.1 | -33 | -5 | -1 | -1 |
| 11 | C[C@@H]1CN([C@@H](C)CO)C(=O)c2cccc(NC(=O)c3ccncc3)c2O[C@H]1CN(C)S(=O)(=O)c1ccc(F)cc1 | 0.6 | 7 | -9 | 2 | -2 |
| 12 | COc1ccccc1NC(=O)c1ccc(NC(=O)COC(=O)CCC2CCCC2)cc1 | 4.5 | -8 | -15 | 0 | -4 |

(further entries)
no. | mol | EWS-Fli inh | F508del corr | GSIS activator | PAX8 reporter
17 | Cc1ccc(NC(=S)NNC(=S)NNc2ccccc2)cc1C | -49 | 2.0 | . | -28
18 | COc1cccc(CC2(CO)CCCN(Cc3cnn(-c4ccccc4)c3)C2)c1 (stereo not drawn) | 12 | -0.5 | 6 | -9
19 | CCc1nnc(NC(=O)C2CC(=O)N(Cc3ccccc3)C2)s1 (stereo not drawn) | 5 | 2.9 | -13 | -2
20 | CC1CC(C)(C)CC2(C1)NC(=O)N(CC(=O)Nc1nccs1)C2=O (stereo not drawn) | -3 | -2.7 | -12 | 12
21 | COc1cc(C(=O)N2CCc3ccccc32)cc(OC)c1OC | 20 | -1.0 | -7 | 26
22 | O=C1CC[C@@H]2CC3(C[C@@H]4CCN1[C@H]24)Nc1cc([N+](=O)[O-])ccc1NC3=NC1CCCCC1 (stereo partly drawn) | 22 | -1.5 | . | 20
23 | Cc1ccc(NC(=O)C(C)N2CCCC2)cc1Cl (stereo not drawn) | 4 | 1.0 | -7 | -16
24 | C/C(=N\N=C1\NC(=O)C(CC(=O)Nc2ccc(C)c(Cl)c2)S1)C(C)C (stereo not drawn) | 12 | 4.4 | 1 | 9

no. | ARNT TACC3 PPI | ERp5 inh | DENV2 CPE | XiGFP reactiv
17 | . | 0 | -3 | 0.0
18 | . | 5 | -5 | 0.3
19 | -3 | 1 | 2 | 0.1
20 | 3 | -9 | -1 | 0.0
21 | 0 | 4 | -4 | -0.1
22 | -3 | -9 | 7 | -0.1
23 | . | -7 | 6 | 0.1
24 | 0 | 1 | 0 | 0.4

Next part.
no. | mol | EWS-Fli inh | F508del corr | GSIS activator | PAX8 reporter
25 | COCCCNC(=O)CCN1N=C(c2ccccc2)CCC1=O | -3 | -1.6 | -2 | 9
26 | O=C1N[C@@H](Cc2c[nH]c3ccccc23)COC(=O)[C@@H](Cc2ccc(F)cc2)C/C=C\C[C@H]1CC(=O)N(CCO)Cc1ccccc1 | 17 | 1.7 | -55 | 6
27 | CC1CC(C)CN(C(=O)c2cccc(S(=O)(=O)NCc3ccccc3)c2)C1 (stereo not drawn) | 4 | 3.7 | -22 | 0
28 | CC(=O)NCCc1nc2cc(NS(=O)(=O)c3ccccc3)ccc2n1C | 10 | -3.7 | 1 | 28
29 | O=C(CSc1ccc(-c2ccccn2)nn1)N1CCCCC1 | -11 | 1.2 | 19 | -20
30 | O=C1OCc2ccc(NC(=O)c3ccccc3C(=O)O)cc21 | -4 | -0.3 | 17 | 13
31 | CCn1c(CNC(=O)c2cccs2)n[nH]c1=S | -7 | -0.7 | 8 | 33
32 | O=C(N/N=C/c1ccc(Br)o1)c1cncc(Br)c1 | -9 | -1.6 | -7 | 0

no. | ARNT TACC3 PPI | ERp5 inh | DENV2 CPE | XiGFP reactiv
25 | 1 | 1 | -2 | 0.0
26 | . | 1 | . | 0.0
27 | 3 | -11 | 1 | 0.6
28 | -7 | 1 | -2 | 0.1
29 | 1 | -1 | 3 | -0.2
30 | -3 | 2 | -14 | 0.2
31 | 4 | -5 | 17 | 0.0
32 | 19 | -1 | -5 | 0.1

Continuation:
no. | mol | EWS-Fli inh | F508del corr | GSIS activator | PAX8 reporter
33 | Cc1ccc(S(=O)(=O)CCC(=O)OCC(=O)N(C)Cc2ccccc2)cc1 | 9 | -1.4 | -7 | .
34 | CCOCCCNC(=S)Nc1ccc(S(N)(=O)=O)cc1 | . | . | 12 | 11
35 | C[C@H](CO)N1C[C@H](C)[C@@H](CN(C)Cc2ccncc2)OCCCC[C@H](C)Oc2ccc(NC(=O)Nc3ccc4c(c3)OCO4)cc2C1=O | 7 | -5.1 | -14 | -26
36 | O=C(CCC(=O)NNC(=O)Nc1cccc(Cl)c1)NCc1ccccc1 | 14 | -3.3 | -22 | 7
37 | COCC(=O)Nc1ccc2c(c1)OC[C@H](C)N(C(=O)Cc1cccnc1)C[C@H](C)[C@H](OC)CN(C)C2=O | -11 | -0.6 | 6 | -7
38 | COc1ccccc1C1CC(c2cccs2)=NN1C(=O)CCC(=O)O (stereo not drawn) | -17 | 0.5 | -9 | -23
39 | CC(=O)NCCCc1nc2ccccc2n1Cc1cc(C)ccc1C | 1 | . | 9 | 3
40 | COc1ccc(OC)c(C2=NOC(C(=O)NCc3cccnc3)C2)c1 (stereo not drawn) | 1 | 3.4 | 6 | -3

no. | ARNT TACC3 PPI | ERp5 inh | DENV2 CPE | XiGFP reactiv
33 | 0 | -16 | -4 | 0.1
34 | -8 | . | . | 0.1
35 | 0 | 2 | -5 | 0.5
36 | -8 | -1 | 0 | 0.0
37 | -8 | 1 | -1 | 0.5
38 | -2 | -3 | 1 | 0.0
39 | . | 4 | 10 | 0.4
40 | . | -3 | -6 | 0.0

The list continues:
no. | mol | EWS-Fli inh | F508del corr | GSIS activator | PAX8 reporter
41 | Cc1cc(Br)ccc1NC(=O)CN(C)C(=O)c1cccc(S(=O)(=O)N2CCN(C)CC2)c1 | 0 | -1.8 | 1 | 9
42 | C[C@@H]1CCCCO[C@H](CN(C)C(=O)Nc2ccc3c(c2)OCO3)[C@@H](C)CN([C@@H](C)CO)C(=O)c2cc(NS(=O)(=O)c3ccccc3)ccc2O1 | -47 | 1.7 | -2 | -22
43 | C[C@H]1CCCCO[C@@H](CN(C)C(=O)c2ccccc2)[C@@H](C)CN([C@@H](C)CO)C(=O)c2cc(NC(=O)Cc3ccccc3)ccc2O1 | -8 | 0.4 | -22 | 2
44 | COc1ccc2c(c1)CCc1c(C(=O)N(C)c3ccccc3)noc1-2 | -105 | -2.0 | -27 | -89
45 | O=C(Nc1ccccc1C(F)(F)F)c1cc2ncc(CCCl)cn2n1 | . | . | 9 | -44
46 | O=C(NCC[C@@H]1CC[C@@H](NS(=O)(=O)c2cccc(F)c2)[C@H](CO)O1)C1CCC1 | 0 | -0.6 | 0 | -5
47 | CN1C(=O)c2cc(NC(=O)c3ccccc3)ccc2OC[C@@H]2O[C@H](CC(=O)NCC3CC3)CC[C@H]21 | 7 | -1.4 | 3 | 1
48 | c1cncc(-c2nc(-c3ccc4c(c3)OCCO4)cs2)c1 | -69 | -2.8 | 16 | -238
49 | Cc1ccc(N2CC(C(=O)Nc3nnc(SCCN4CCOCC4)s3)CC2=O)cc1 (stereo not drawn) | . | -0.1 | 0 | -11

no. | ARNT TACC3 PPI | ERp5 inh | DENV2 CPE | XiGFP reactiv
41 | -6 | -3 | -1 | 0.3
42 | 6 | 5 | 3 | 0.1
43 | -13 | 6 | -10 | -0.1
44 | 4 | 1 | 0 | 0.7
45 | -6 | . | . | -0.3
46 | -17 | -14 | 6 | -0.1
47 | 3 | -4 | -4 | 0.1
48 | -1 | -1 | -5 | -0.1
49 | -1 | 1 | 3 | -0.1

Full records, quoted from the list.
Cc1ccc(N2CC(C(=O)Nc3nnc(SCCN4CCOCC4)s3)CC2=O)cc1 (stereo not drawn) is listed as EWS-Fli inh: .; F508del corr: -0.1; GSIS activator: 0; PAX8 reporter: -11; ARNT TACC3 PPI: -1; ERp5 inh: 1; DENV2 CPE: 3; XiGFP reactiv: -0.1
c1cncc(-c2nc(-c3ccc4c(c3)OCCO4)cs2)c1 is listed as EWS-Fli inh: -69; F508del corr: -2.8; GSIS activator: 16; PAX8 reporter: -238; ARNT TACC3 PPI: -1; ERp5 inh: -1; DENV2 CPE: -5; XiGFP reactiv: -0.1
